GPR151 activ = activators of human GPR151. Q8TDV0. PathHunter beta-arrestin GPR151 cells, luminescence. activation, % at 11.2 µM. hit rate 1% among 650,000. AID 1508602; in the data active = activation above about 4.9%;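 also: 0% = median of compound wells and 100% = cells with positive control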
FBW7 activator = activators of human E3 ligase FBW7 | Q969H0 | AlphaScreen FBW7–phospho-cyclin E peptide binding, activator screen | normalized activity (activation), % at 26.1 µM | hit rate 0.13% among 650,000 | AID 1259310; in the data active = normalized activity above about 1.9%;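 also: purified mutant Fbw7 with reduced substrate affinity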
Target sequence (Q969H0 whole entry, looked up): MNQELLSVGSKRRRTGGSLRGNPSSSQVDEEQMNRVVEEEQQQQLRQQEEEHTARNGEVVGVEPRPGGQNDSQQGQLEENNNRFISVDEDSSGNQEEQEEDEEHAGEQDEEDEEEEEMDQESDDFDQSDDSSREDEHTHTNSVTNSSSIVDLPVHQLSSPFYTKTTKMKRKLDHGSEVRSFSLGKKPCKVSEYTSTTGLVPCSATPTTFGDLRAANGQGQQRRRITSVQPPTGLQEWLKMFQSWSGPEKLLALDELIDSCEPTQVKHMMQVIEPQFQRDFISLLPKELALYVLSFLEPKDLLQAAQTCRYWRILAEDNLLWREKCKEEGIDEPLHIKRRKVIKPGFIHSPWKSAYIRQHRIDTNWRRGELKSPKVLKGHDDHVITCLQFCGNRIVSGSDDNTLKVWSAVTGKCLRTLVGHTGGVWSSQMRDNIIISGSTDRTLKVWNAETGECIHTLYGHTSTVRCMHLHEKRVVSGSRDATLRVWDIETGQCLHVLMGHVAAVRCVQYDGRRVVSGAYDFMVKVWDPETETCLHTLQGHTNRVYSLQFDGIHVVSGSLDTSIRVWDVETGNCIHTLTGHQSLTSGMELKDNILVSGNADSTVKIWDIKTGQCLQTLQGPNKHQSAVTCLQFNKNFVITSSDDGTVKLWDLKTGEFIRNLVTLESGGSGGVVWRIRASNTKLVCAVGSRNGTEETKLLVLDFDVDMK
MITF primary = inhibitors of human MITF. inhibition, % at 2.6 µM. O75030. hit rate 0.91% among 650,000. AlphaScreen MITF homodimerization, bead proximity signal. AID 1259374; in the data active = inhibition above about 50%;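 also: 0% = vehicle wells with protein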
TEAD-YAP inh = TEAD-YAP interaction inhibition; inhibition, % at 9.12 µM; HEK-TIYL cells, TEAD-Gal4/YAP UAS-luciferase luminescence; hit rate 1.4% among 640,000; in the data active = inhibition above about 32%;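 also: 0% = median of test compound wells and 100% = reference inhibitor wells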
Starred values were filed as active, the others as inactive.

Preview, 6 compounds:
SMILES	GPR151 activ	FBW7 activator	MITF primary	TEAD-YAP inh
CN1C(=O)c2cccc3c(S(=O)(=O)NCCC(=O)O)ccc1c23	1.6	-0.2	1	4
CC1(C)CC(=O)c2cc3c(N)c(C(=O)Nc4ccc5c(c4)OCO5)sc3nc2C1	-0.5	0.5	19	-10
COC(=O)C1=C(C)NC(=O)/C1=C\c1cc(OC)c(OC)c(OC)c1	1.7	-0.1	5	-1
COC(=O)C(C)Oc1ccc(C(=O)O)cc1OC (centres undefined)	-0.1	0.0	-8	5
CC(=O)Nc1ccc(OS(=O)(=O)c2ccc(Cl)cc2)cc1	1.4	0.1	1	-19
Oc1cccc(-c2cnc3ccc(NCc4ccco4)nn23)c1	0.1	0.0	-6	13

All compounds of this part, previewed entries included:
SMILES	GPR151 activ	FBW7 activator	MITF primary	TEAD-YAP inh
CN1C(=O)c2cccc3c(S(=O)(=O)NCCC(=O)O)ccc1c23	1.6	-0.2	1	4
CC1(C)CC(=O)c2cc3c(N)c(C(=O)Nc4ccc5c(c4)OCO5)sc3nc2C1	-0.5	0.5	19	-10
COC(=O)C1=C(C)NC(=O)/C1=C\c1cc(OC)c(OC)c(OC)c1	1.7	-0.1	5	-1
COC(=O)C(C)Oc1ccc(C(=O)O)cc1OC (centres undefined)	-0.1	0.0	-8	5
CC(=O)Nc1ccc(OS(=O)(=O)c2ccc(Cl)cc2)cc1	1.4	0.1	1	-19
Oc1cccc(-c2cnc3ccc(NCc4ccco4)nn23)c1	0.1	0.0	-6	13
O=C(CCc1ccccc1)NNC(=O)COc1ccc(Cl)cc1	0.4	0.0	3	0
CS(=O)(=O)Nc1ccc(C(=O)Nc2ccc3c(c2)OCCO3)cc1	1.8	0.0	9	-17
O=C(CCl)NCCN1C(=O)CSC1=S	0.3	0.3	7	7
COC(=O)c1nnn(CC(=O)NC(=O)Nc2cccc(Cl)c2C)c1C(=O)OC	-0.2	-0.1	-2	-4
COc1cccc2cc(C(=O)Nc3ccccc3)c(=Nc3ccccc3F)oc12	0.3	0.3	-6	-30
CN(C)CC(C)(C)CN=Cc1c(O)[nH]c2ccccc12	1.0	-0.2	31	3
COc1cccc(NC(=O)c2ccc(-c3ccc4[nH]ccc4c3)nc2N2CCOCC2)c1	1.2	-0.1	1	-1
CC1CCc2c(sc3ncn4c(=O)n(CC(=O)NC5CCCCC5)nc4c23)C1 (centres undefined)	-2.1	1.0	11	11
COc1cc(NC(=O)c2cccc(-n3cc(NC(=O)Nc4ccccc4Cl)cn3)c2)cc(OC)c1OC	4.1	0.3	-8	24
CCOC(=O)c1sc2nc(SCc3c(F)cccc3F)n(Cc3ccco3)c(=O)c2c1C	0.2	0.1	-3	2
CC1CN(C(=O)CC2(c3cccc(F)c3)CC(=O)N(Cc3cccnc3)C2=O)CCN1C (centres undefined)	0.2	0.3	12	4
O=C(Cn1c(=O)n(Cc2ccco2)c(=O)c2ccccc21)Nc1ccc(F)cc1	0.2	0.2	3	14
COCCCn1c(=O)[nH]c2nc(-c3ccc(C(=O)NCCO)cc3)cnc21	1.0	0.3	4	-1
COc1ccccc1NC(=O)c1ccccc1NS(=O)(=O)c1ccccc1	-1.7	0.1	2	11
CCCC1=C(C(=O)OCC)C(c2ccccc2Cl)C(C#N)=C(SCC(=O)Nc2ccccc2C)N1 (centres undefined)	0.9	0.0	-3	-4
c1ccc(-c2ccc(-c3nc(-c4ccncc4)no3)cc2)cc1	-0.2	0.0	-1	-45
COCc1nnc(NC(=O)c2ccc(Cl)cc2)s1	-1.1	-0.1	-1	-48
CC(=O)NC(c1ccccc1)c1c(O)ccc2ccccc12 (centres undefined)	0.6	0.2	13	-8
Cc1ccc(N2Cc3ccncc3C2=O)cc1	3.8	-0.4	2	-38
SMILES	GPR151 activ	FBW7 activator	MITF primary	TEAD-YAP inh
COc1ccc(OC)c(N(CC(=O)NCCSCc2ccco2)S(C)(=O)=O)c1	-0.5	-0.1	1	-11
CCOc1cccc(/C=C2\N=C(c3ccccc3)OC2=O)c1OC	3.5	0.1	7	8
Cc1ccc(S(=O)(=O)N2C(=O)CCC2C(=O)Nc2ccc([N+](=O)[O-])cc2)cc1 (centres undefined)	-1.2	0.1	15	2
CCN(CC)c1ncnc2sc(C(=O)Nc3cc(Cl)c(OC)cc3OC)c(C)c12	-1.1	0.1	13	10
Cc1ccc2oc(-c3cccc(NC(=O)c4cc5ccccc5o4)c3)nc2c1	0.1	0.0	2	-7
CC(C)N(C(=O)CO/N=C/c1cccc([N+](=O)[O-])c1)C(C)C	-2.3	0.0	-1	1
COc1ccccc1CNC(=O)c1n[nH]c2cc(-c3cn[nH]c3)ccc12	-1.8	0.0	14	-10
COc1cc(NS(=O)(=O)c2ccc3c(c2)CC(=O)N3)cc(OC)c1OC	-0.6	0.6	15	-7
CCOC(=O)C1=C(C)N=c2s/c(=C\c3cc(Br)c(O)c(Br)c3)c(=O)n2C1c1cccs1 (centres undefined)	-0.5	-0.1	-1	-16
Cc1cc(C)c2c(NC(=O)NC3CCCCC3)n[nH]c2n1	-0.7	-0.3	-10	0
CCOc1ccc2nc(SC3CC(=O)N(c4ccc(OC)cc4)C3=O)nc(C)c2c1 (centres undefined)	-1.1	0.8	9	-1
O=C(NCCc1cccnc1)c1cc(COc2ccc(F)cc2Cl)on1	-0.6	0.0	-13	1
COC(=O)c1ccc(Oc2coc3cc(OCC(=O)c4ccccc4)ccc3c2=O)cc1	-0.3	0.0	-6	-1
C/C(CC(=O)NC12CC3CC(CC(C3)C1)C2)=N\NC(=O)c1ccc(C(C)(C)C)cc1	0.0	-0.3	-4	2
O=C(NCCN1CCOCC1)c1cnn2c(C(F)(F)F)cc(-c3ccco3)nc12	-0.9	0.3	1	-8
Cc1ccc2nc(C3CCN(S(=O)(=O)c4ccccc4F)CC3)[nH]c2c1	1.2	0.1	-2	-26
C=CCOc1ccc(C2/C(=C(/O)c3ccc(OCCC)cc3C)C(=O)C(=O)N2CCCN(C)C)cc1 (centres undefined)	0.0	0.2	13	11
Cc1ncc(CO)c(/C=N/NC(=O)c2ccc(Cl)c(Cl)c2)c1O	-0.3	-0.6	-6	-1
O=C(Nc1nc2ccccc2s1)c1ccc(S(=O)(=O)N2CCc3ccccc3C2)cc1	0.1	0.2	16	-3
O=C(CCCc1cccs1)NCC1Cc2cc(F)cc(-c3cccnc3)c2O1 (centres undefined)	0.9	-0.1	-2	3
Cc1cccc(C(=O)Nc2c(C(=O)Nc3ccc(Cl)cc3)cnn2-c2ccccc2)c1	0.5	0.2	0	-6
COc1cc2c(cc1OC)C1(CCCCC1)CN(C)C2	0.6	-0.2	-7	-7
O=C(c1nn2c(C(F)(F)F)cc(-c3ccccc3)nc2c1Cl)N1CCN(C(c2ccccc2)c2ccccc2)CC1	-0.5	0.1	-22	-4
CN1CCC(N(C)CC(O)COCc2ccccc2F)CC1 (centres undefined)	0.1	0.5	17	8
CCOC(=O)c1c(-c2ccccc2)csc1NC(=O)c1cccc(N2C(=O)CCC2=O)c1	-0.6	0.6	22	10
SMILES	GPR151 activ	FBW7 activator	MITF primary	TEAD-YAP inh
Fc1cccc(Nc2ncnc3c2c(-c2ccccc2)cn3-c2ccc(Cl)cc2)c1	-1.0	-0.1	0	-1
CCCN(C(=O)C(C)(C)C)C1CCN(C)CC1	3.1	-0.1	-10	-12
Cc1ccc(Cl)c(OCC(=O)Nc2nccs2)c1	0.0	0.0	10	56*
Cc1nc2ccc(C(=O)NCCN3CCOCC3)cc2nc1C	-0.3	-0.1	4	-10
O=C(O)Cn1c(=O)oc2cc(Cl)ccc21	1.9	0.3	-1	-24
CC(=O)Nc1cccc(OCc2ccc([N+](=O)[O-])cc2)c1	-0.7	0.0	0	-45
O=C1COc2cc(S(=O)(=O)Nc3cccc(C(F)(F)F)c3)ccc2N1	-0.3	0.0	-16	-2
COc1ccc(N2CCN(S(=O)(=O)c3ccc(F)c(C(=O)Nc4ccc(Br)cc4)c3)CC2)cc1	0.3	0.0	16	14
CCOC(=O)c1ccc(NC(=O)CSc2nc3c(sc(=S)n3-c3ccc(OCC)cc3)c(=O)n2-c2ccccc2C)cc1	1.5	-0.1	-13	15
Cc1cc(-n2c(C)cc(/C=N/n3cnnc3)c2C)ccc1I	-1.0	-0.3	6	-4
COc1ccccc1C(=O)NC(=O)CSc1nc2ccccc2s1	1.9	-0.1	2	12
COc1cccc(CNC(=O)c2oc3ccc4c(c3c2C)C(=O)CC(C)(C)O4)c1OC	-0.1	-0.2	0	-9
O=C(CSc1nc2ccc(NC(=O)c3ccc(Cl)c(Cl)c3)cc2s1)NCC1CCCO1 (centres undefined)	1.0	0.2	6	-6
CCCn1c(SCC(=O)Nc2ccc(F)c(F)c2F)n[nH]c1=O	0.1	0.1	10	2
COc1ccc(CCC(=O)NCCN2CCOC(c3ccccc3)C2)cc1 (centres undefined)	0.3	-0.1	-3	5
CCOC(=O)C1=C(C)N=c2s/c(=C/c3c(-c4ccccc4)[nH]c4c(C)cc(C)cc34)c(=O)n2C1c1cccc(OC)c1 (centres undefined)	1.7	-0.1	6	-9
O=C1NC(=O)N(c2cccc(Br)c2)C(=O)/C1=C/c1ccc2c(c1)OCO2	-2.3	0.8	18	2
Cc1cc(C)cc(C(=O)NCc2nc(-c3cccc(C)c3)no2)c1	-0.1	-0.1	1	11
Cc1cccc(C(C)C)c1NC(=O)COC(=O)c1ccc(O)cc1	1.2	0.0	6	2
FC(F)(F)c1cccc(-n2cc(-c3ccccc3)c3c(NCc4ccc5c(c4)OCO5)ncnc32)c1	-0.9	-0.3	10	-16
CCOCCCNC(=O)c1ccc(CN2CCOCC2)cc1	0.3	0.1	16	-3
COc1ccccc1CNC(=O)c1ccc2c(=O)n(CC3CCCO3)c(=S)[nH]c2c1 (centres undefined)	0.9	0.1	1	8
O=C(NC(=O)C(Cl)(Cl)Cl)Nc1ccccc1SCCC(F)(F)F	-1.2	-0.1	-9	7
COc1ccc(C(=O)Nc2ccc(C(=O)OC3CCCCC3)cc2)cc1	-0.4	-0.1	-8	3
O=c1cnnc(N/N=C/c2ccccc2O)[nH]1	-0.3	-1.1	108*	-3
SMILES	GPR151 activ	FBW7 activator	MITF primary	TEAD-YAP inh
CCCn1c(CCC(=O)NCc2ccc(C)cc2)nc2cccnc21	1.5	-0.1	12	5
COc1cccc(/C=N/NC(=O)c2cccc(Br)c2)c1	-0.4	0.0	-2	-5
CCC(C)NS(=O)(=O)c1ccc(CN2C(=O)c3cccnc3C2=O)cc1 (centres undefined)	-0.7	-0.3	3	-9
CCN1CCN(c2nc3cc4c(cc3cc2CNCc2cccc(F)c2)OCO4)CC1	0.5	0.0	-11	-1
CC(C)CCn1c(=O)c2ccccc2n2c(CCC(=O)NCCCOC(C)C)nnc12	0.4	0.0	-2	12
Cc1cc(CNC(=O)c2cccc(OC3CCN(C4CCN(C)CC4)CC3)c2)on1	0.2	0.1	-6	-5
COc1ccc(-c2nc(N)n(C(=O)c3ccc(C)cc3)n2)cc1	-0.5	0.1	14	1
CC(C)(C)c1ccc(S(=O)(=O)CCSc2nc3c(cc2C#N)CCCC3)cc1	0.2	-0.1	-3	-8
O=C(NCCCN1CCOCC1)c1nn2c(C(F)(F)F)cc(-c3ccc(Cl)cc3)nc2c1Cl	2.1	-0.1	5	-4
CC(=O)NC1=NC(=O)C(C)S1 (centres undefined)	1.3	-0.1	-10	7
Cc1cc(N(CC(=O)NC2CC2)S(C)(=O)=O)ccc1Br	-0.1	0.1	1	9
CCOc1cc(CN2CCC(C(=O)NC(C)c3ccccc3)CC2)ccc1O (centres undefined)	1.1	-0.1	14	-4
O=C(c1cccc(F)c1)N1CCN(c2ccccc2F)CC1	-1.1	-0.1	5	-3
O=C(O)c1ccc(Nc2ncc([N+](=O)[O-])cc2[N+](=O)[O-])cc1	-0.9	0.4	5	-8
N#CCc1ccc(NC(=O)c2cccnc2Cl)cc1	0.7	-0.4	-5	-10
CCc1cccc(CC)c1-n1c(CNC(=O)c2ccc(S(=O)(=O)N3CCCC3)cc2)nnc1SC	-0.9	0.2	10	23
O=C(C1CCCO1)N1CCN(c2ccc([N+](=O)[O-])c3cnccc23)CC1 (centres undefined)	1.2	0.1	-2	4
CC1CCC(C(C)C)C2=C1C(c1ccccc1)C(C(N)=O)C(=O)N2 (centres undefined)	-1.1	0.4	-5	-9
COc1cccc(N2CC(C(=O)Nc3ccc(Br)c(Cl)c3)CC2=O)c1 (centres undefined)	-0.3	1.1	24	-5
C=CCn1c(SCCC#N)nnc1-c1ccc(Br)cc1	1.4	0.0	-7	-5
COC(=O)c1ccccc1NS(=O)(=O)c1ccc(OC)c(I)c1	-0.7	0.1	21	-12
CC1CCCN(C2CCN(S(=O)(=O)c3ccccc3)CC2)C1 (centres undefined)	-1.1	0.0	12	6
COc1ccc(C(=O)NNC(=O)c2ccncc2)cc1	0.1	0.0	2	-11
CCCCSc1nnc(CSc2ncccn2)n1-c1ccc(Cl)cc1	-1.2	0.1	21	-2

Laid out differently: 3 of the compounds above.
> COc1ccc(C(=O)NNC(=O)c2ccncc2)cc1
  GPR151 activ: 0.1
  FBW7 activator: 0.0
  MITF primary: 2
  TEAD-YAP inh: -11
> O=C(c1cccc(F)c1)N1CCN(c2ccccc2F)CC1
  GPR151 activ: -1.1
  FBW7 activator: -0.1
  MITF primary: 5
  TEAD-YAP inh: -3
> Cc1cc(CNC(=O)c2cccc(OC3CCN(C4CCN(C)CC4)CC3)c2)on1
  GPR151 activ: 0.2
  FBW7 activator: 0.1
  MITF primary: -6
  TEAD-YAP inh: -5
